Compound activity deposited in PubChem BioAssay by The Scripps Research Institute Molecular Screening Center.
CHRM1 agonist = agonists of human M1 muscarinic receptor | 360,000 tested, 0.33% active | CHO-K1 hM1, Fluo-8 calcium fluorescence, agonist mode; 0% DMSO, 100% acetylcholine EC100 | P11229 | activation, % at 3 µM;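 active = activation above the run's mean compound activation plus 3 SD, cut at about 16% in these data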;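 note: peak over basal fluorescence ratio within a 140 s kinetic read after compound addition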
Target sequence (P11229 whole entry, looked up): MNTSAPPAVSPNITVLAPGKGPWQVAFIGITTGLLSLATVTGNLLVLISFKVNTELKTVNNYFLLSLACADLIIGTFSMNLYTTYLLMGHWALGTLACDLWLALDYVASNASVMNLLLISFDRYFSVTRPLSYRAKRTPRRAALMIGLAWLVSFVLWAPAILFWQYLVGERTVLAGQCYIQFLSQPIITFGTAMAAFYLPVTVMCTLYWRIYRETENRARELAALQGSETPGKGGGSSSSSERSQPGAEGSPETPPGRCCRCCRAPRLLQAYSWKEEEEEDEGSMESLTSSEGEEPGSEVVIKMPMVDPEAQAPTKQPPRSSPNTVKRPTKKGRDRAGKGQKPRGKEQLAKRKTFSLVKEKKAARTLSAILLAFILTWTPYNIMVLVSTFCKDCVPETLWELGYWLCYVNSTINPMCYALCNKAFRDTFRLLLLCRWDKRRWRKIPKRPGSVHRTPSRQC
TAAR1 agonist = human TAAR1 agonism | Q96RJ0 | activation, % at 3 µM | CHO RD-HGA16 TAAR1, Fluo-8 calcium fluorescence; vehicle wells 0%, saturating PEA agonist 100% | 360,000 tested, 0.99% active;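 active = activation above the mean activation of all test compounds in the run plus 3 SD, cut at about 38% in these data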
Target sequence (Q96RJ0 whole entry, looked up): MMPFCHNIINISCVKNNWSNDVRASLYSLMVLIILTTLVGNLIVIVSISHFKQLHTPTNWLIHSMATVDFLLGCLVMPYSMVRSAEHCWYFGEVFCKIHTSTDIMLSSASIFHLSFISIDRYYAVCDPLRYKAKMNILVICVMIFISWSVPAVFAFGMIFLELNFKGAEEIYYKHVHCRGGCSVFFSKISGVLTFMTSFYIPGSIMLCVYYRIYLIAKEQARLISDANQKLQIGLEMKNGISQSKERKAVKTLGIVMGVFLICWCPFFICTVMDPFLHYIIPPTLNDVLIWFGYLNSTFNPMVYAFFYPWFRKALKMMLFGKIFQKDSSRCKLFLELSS
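System: CHO-derived RD-HGA16 cells with stable Gα16 and human TAAR1 / Times: 17-24 h plating, Fluo-8 75 min 37 °C, 30 min RT / Technique: calcium-sensitive Fluo-8 signal, excitation 470-495, emission 515-575 nm / Measure: % activation relative to PEA EC100 response / Benchmarks: DMSO and PEA EC100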
TAAR1 antag = antagonists of human TAAR1; Q96RJ0; CHO RD-HGA16 TAAR1, Fluo-8 calcium fluorescence, antagonist; inhibition, % at 3 µM; 360,000 tested, 1.5% active; AID 624466;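 active = inhibition above a per-plate cutoff, the mean inhibition of test compounds on that plate plus 3 SD, cut at about 49% in these data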;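 note: 0% = DMSO plus EC80 beta-PEA response and 100% = DMSO alone without agonist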
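Assay system: RD-HGA16 CHO cells with stable hTAAR1 and Gα16 / Reagent: EC80 β-phenethylamine stimulus / Doses: 3 µM, single point / Timing: dye loading 75 min at 37 °C, then 30 min room temperature / Measured by: Fluo-8 intracellular calcium dye fluorescence, real-time kinetic reads / Controls: vehicle wells and EC80 agonist wells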
CHO parental Ca = signal in parental CHO cells, OX1R antagonist counter-screen | AID 463079 | parental CHO-K1, ATP-induced calcium, Fluo-8 fluorescence | 330,000 tested, 0.63% active | inhibition, % at 5.6 µM;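 active = inhibition above that plate's mean sample inhibition plus 3 SD, cut at about 26% in these data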;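 note: 0% = ATP-challenged DMSO wells and 100% = DMSO wells without ATP; some compounds past the cut are filed as inactive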
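Assay system – parental CHO cells · Reagent – ATP stimulus · Detection – intracellular calcium via Fluo-8 no-wash fluorescent dye · Evaluation – percent inhibition of ATP-evoked calcium rise, normalized to controls · Controls – ATP wells versus no-ATP DMSO wells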
CHO-K1 Ca PAM = counter-screen for M1 PAMs: effect in parental CHO-K1 cells | ATP EC20, Fluo-8 calcium fluorescence; 0% at ATP EC20, 100% at ATP max | 360,000 tested, 0.02% active | activation, % at 3 µM | AID 602247;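 active = activation above the run cutoff, the mean activation of all test compounds plus 3 SD, cut at about 40% in these data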;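 note: peak over basal fluorescence ratio in a 140 s read after ATP addition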
CHRM1 antagonist = antagonists of human M1 muscarinic receptor. 360,000 tested, 1.3% active. CHO-K1 hM1, Fluo-8 calcium fluorescence, ACh EC80 antagonist. inhibition, % at 3 µM. P11229;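 active = percent inhibition above its own plate's cutoff, namely the mean of that plate's compound wells plus 3 SD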;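 note: peak over basal fluorescence ratio during 140 s after agonist addition; 0% = ACh EC80 plus DMSO and 100% = DMSO alone without agonist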
CHO-K1 Ca ag = counter-screen for M1 agonists: effect in parental CHO-K1 cells; AID 602248; activation, % at 3 µM; 360,000 tested, 0.48% active; Fluo-8 calcium fluorescence; scaled to maximal ATP response, vehicle zero; in the data active = activation above about 15%;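 note: untransfected CHO-K1 host cells lacking M1 receptor as counterscreen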
CHO-K1 Ca antag = M1 antagonist counterscreen hit in parental CHO-K1 cells. 360,000 tested, 0.6% active. AID 602250. ATP-induced calcium, Fluo-8 fluorescence. inhibition, % at 3 µM;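 active = inhibition above a per-plate cutoff, the plate's mean sample inhibition plus 3 SD, cut at about 24% in these data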;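 note: 0% = DMSO plus EC80 ATP and 100% = DMSO alone without ATP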
CHRM1 PAM = human CHRM1 positive allosteric modulation; CHO-K1 hM1, Fluo-8 calcium fluorescence, ACh EC20; 0% = ACh EC20, 100% = maximal ACh; activation, % at 3 µM; 360,000 tested, 0.088% active; in the data active = activation above about 19%, passing the limit was not always enough
Active calls of the source: *; x = no result given.

SMILES	CHRM1 agonist	TAAR1 agonist	TAAR1 antag	CHO parental Ca	CHO-K1 Ca PAM	CHRM1 antagonist	CHO-K1 Ca ag	CHO-K1 Ca antag	CHRM1 PAM
COc1ccc(S(=O)(=O)N2CCCOC2CNC(=O)C(=O)NCCCN2CCOCC2)cc1C (stereo not given)	-4	1	-21	-6	10	-9	-0.1	-8	9
Cc1ccc(C(=O)NCCCn2ccnc2)cn1	-2	11	-4	-4	7	-13	0.2	-3	6
Nc1nc(N)c(Br)c(Nc2ccc(Cl)c(Cl)c2)n1	6	46*	-15	x	3	-2	0.2	-16	3
CN(C(=O)c1cccs1)c1ccccc1C(=O)O	-2	3	4	4	-2	3	0.2	5	5
CCOc1ccccc1OCCCC(=O)Nc1sccc1C(N)=O	-8	5	14	-14	21	-1	6.9	-7	1
Cc1nnc(NC(=O)CCC(=O)N2CCN(S(=O)(=O)c3cc([N+](=O)[O-])ccc3C)CC2)s1	-9	1	-2	-7	-20	-11	-0.2	0	-1
Fc1ccc(-c2csc3ncnc(Nc4ccc(N5CCOCC5)cc4)c23)cc1	-5	7	9	-11	-3	6	-0.3	3	-1
NC(=O)Nc1ccc(C(=O)OCC(=O)NCc2ccc3c(c2)OCO3)cc1	-1	25	-8	-3	9	-11	0.4	-14	14
COc1ccc(CNc2cccc3[nH]c(C(F)(F)F)nc23)cc1OC	-3	0	3	-1	10	2	0.6	-11	3
Cc1cccc(C)c1NC(=O)c1ccc(-c2cc(F)ccc2F)o1	-4	-2	-3	x	-5	14	-0.7	11	-11
O=c1cc(-c2cccc([N+](=O)[O-])c2)[nH][nH]1	-7	1	-8	1	23	0	4.2	-10	4
COc1cc(OC)cc(-c2oc3cccnc3c2C#CCCO)c1	-9	4	-9	-13	23	-4	0.8	-19	6
CCCn1c(=O)c2sccc2n2c(CCCC(=O)NC3CCN(Cc4ccccc4)CC3)nnc12	-6	1	-13	-19	-3	1	-0.7	1	-2
Cc1c(CC(C)C)nc(N)c(C#N)c1-c1ccccc1	-3	8	-20	-8	21	-8	0.0	-9	5
CCOC(=O)c1c(NC(=O)Cn2c(=O)oc3ccccc32)oc(C)c1C(C)=O	1	10	-5	-9	-4	-16	0.5	9	3
CC(C)c1ccccc1NC(=O)CNC(C)c1ccc(F)cc1 (stereo not given)	-10	5	-3	-24	15	1	10	6	1
COC(=O)c1c(C(=O)OC)c(C)n(Cc2ccco2)c1C	1	13	8	-9	10	-16	0.1	-1	12
CCN(Cc1ccccc1)c1cc2c(c3c1ccn3C)C1CCC2O1 (stereo not given)	8	9	-44	x	8	-1	0.8	12	8
CC(C)N(CCCNC(=O)c1nn(C)c2c1CS(=O)(=O)c1ccccc1-2)Cc1ccccc1	-5	0	-29	-13	15	-8	-0.3	7	4
COc1ccccc1-c1ccc(=O)n(CC(=O)NC2CCc3ccccc32)n1 (stereo not given)	-4	0	-31	0	15	-7	0.8	-11	6
CC(CCc1ccccc1)NC(=O)C1CCCN(C(=O)c2cc3sccc3n2C)C1 (stereo not given)	-7	5	-1	-33	2	6	6.0	-14	-6
O=[N+]([O-])c1ccc(Cl)c(/C=N/n2c(C3CCCCC3)n[nH]c2=S)c1	-5	5	1	-17	1	2	0.0	-4	2
CCOc1cc(C(=O)Nc2ccc(S(=O)(=O)NC3=NCCCCC3)cc2)cc(Br)c1OC	-4	1	-5	-9	-12	-15	-0.6	-3	-3
C=CCOc1c(Br)cc(/C=N/Nc2ccc(C(=O)O)cc2)cc1OCC	-6	8	2	-7	12	-3	0.1	-9	4
CCOc1ccccc1CN1C(=O)c2ccccc2C1C(=O)NC(C)CC (stereo not given)	-3	3	-21	-11	4	-12	0.4	-5	8
NC(=O)NOCc1ccc(Cl)cc1Cl	-4	0	-18	-11	-9	5	-0.1	6	-4
CC(C)Cc1nc(Cl)c(C#N)c2c1CCC2	-2	5	-14	-20	1	28	4.7	3	-8
CC12CCC(=O)N1C(C(=O)OCC(=O)Nc1sccc1C#N)CS2 (stereo not given)	-2	2	1	1	12	-10	0.6	-8	8
CCOc1ccc2oc(C(=O)NCc3ccccc3CN3CCCC3)c(C)c2c1	-7	5	-15	-24	-2	15	-0.1	-8	-5
CC(=O)c1ccc(Nc2cnn(C34CC5CC(CC(CC(=O)O)(C5)C3)C4)c(=O)c2Cl)cc1	-10	0	6	9	12	1	0.1	-6	13
Cc1cc(C)c(OCC(=O)OC(C)C(=O)N2CCc3ccccc32)c(C)c1 (stereo not given)	-4	-1	-4	-22	-15	-12	-0.7	-7	2
CP(=O)(COC(=O)c1ccccc1)COC(=O)c1ccccc1	-3	12	-8	-8	0	4	-0.2	-5	-1
COc1ccc(O)c(/C=N/N=C/c2cccc([N+](=O)[O-])c2)c1	-2	1	4	-9	27	-24	1.2	-16	10
O=C(NCc1cccnc1)c1ccc(-c2cc3ccccc3oc2=O)cc1	-5	6	6	1	23	-1	9.6	-6	1
O=C(NCCN1CCOCC1)c1cc(-c2cccs2)nc2ccccc12	-1	10	32	-15	0	24	4.0	0	-9
O=[N+]([O-])c1cccc(C2=NCCC(c3ccccc3)O2)c1 (stereo not given)	-8	-1	5	-10	-5	-7	-0.3	-12	7
CN(CC(=O)Nc1ccccc1Cl)C(=O)COC(=O)Cc1ccc(F)cc1	-2	2	-3	-12	6	-10	0.4	2	9
COc1cc(C)nc(N2CCCC(C(=O)Nc3cc(Cl)ccc3OC)C2)n1 (stereo not given)	-2	15	-28	-25	9	-11	-0.3	13	8
CCc1ccc(N(CC(=O)NCCc2ccccc2)C(=O)CCC(=O)Nc2ccccn2)cc1	-5	6	-19	-25	8	-9	0.0	-9	8
COC(=O)C(Cc1ccccc1)NC(=O)CCNC(=O)c1ccco1 (stereo not given)	-1	-1	-2	-22	19	-11	0.5	-6	10
Cc1ncsc1C(=O)Nc1nc2c(s1)CC(C)CC2 (stereo not given)	-5	9	-8	-21	14	-20	-1.0	-15	11
CCOC(=O)c1sc(NC(=O)c2ccncc2)nc1C	0	3	-31	-8	2	-9	-0.2	21	11
COc1cc(C)ccc1S(=O)(=O)NC(=O)C1(C)CCN1C(=O)c1ccc(C2CCCCC2)cc1 (stereo not given)	-5	-2	2	x	-14	-23	-0.4	27*	13
O=C1c2cccnc2C(O)N1Cc1ccco1 (stereo not given)	-5	2	4	-2	4	16	0.3	-12	-6
O=S(=O)(Nc1ccc2cn[nH]c2c1)c1ccccc1	-1	1	3	4	9	-2	2.4	-6	5
Cn1c(SCC(=O)NCc2ccc(F)cc2)nc2ccccc21	-6	1	9	-6	15	-2	0.7	1	3
COC(C(=O)Nc1cc([N+](=O)[O-])ccc1C)c1ccccc1 (stereo not given)	-5	13	4	-9	9	3	0.2	-7	3
O=C(NCCN1CCC(n2c(=O)[nH]c3ccccc32)CC1)c1ccncc1	x	3	-6	x	12	x	-0.1	-7	x
Cc1c(C(=O)NCC2COc3ccccc3O2)oc2ccc(S(=O)(=O)N3CCOCC3)cc12 (stereo not given)	2	33	58*	8	0	35*	5.1	13	-7
CCN(CC)CCOC(=O)c1cccc2c1-c1ccccc1C2O (stereo not given)	-7	4	-4	-11	-3	25	0.4	0	-16
C=CCn1c(-c2cccc(OCC)c2)n[nH]c1=S	-3	-1	6	0	-7	-5	0.0	5	1
C=CCNC(=O)/C(=C\c1ccco1)NC(=O)c1ccco1	-2	9	-1	-6	-19	-11	0.1	8	10
CC(=O)CCCC(NS(=O)(=O)CCC(Cl)(Cl)Cl)c1ccccc1 (stereo not given)	-7	8	4	-6	15	22	1.0	-16	-15
COC(=O)c1ccccc1S(=O)(=O)Nc1ccc(OC)nc1	-4	1	12	11	8	3	0.3	-6	0
Cc1nn(-c2ccccc2)c(Cl)c1/C=C1\SC(=S)NC1=O	-4	-1	31	-6	3	6	7.0	3	-13
Cc1c(C(=O)Nc2c(C)n(C)n(-c3ccccc3)c2=O)oc2ccc(Cl)cc12	-6	-3	-14	-11	8	-11	0.3	-4	5
CS(=O)(=O)N1CCCC(C(=O)N2CCOCC2)C1 (stereo not given)	-2	8	-4	4	-8	9	0.2	-2	-9
O=C(Nc1ccc2c(c1)OCO2)Nc1ccccn1	-3	1	9	-8	15	-7	-0.4	1	13
Cc1cc(C)cc(NC(=O)CCC(=O)Nc2nnc(C(F)(F)F)s2)c1	-1	5	-15	11	8	21	6.1	-4	-11
CSc1ccccc1C(=O)C1CCCN(C(=O)c2cccc(Cn3cccn3)c2)C1 (stereo not given)	-2	1	-15	x	-7	-5	2.6	-4	2

Four entries from above in a different format.
Below each SMILES: CHRM1 agonist, TAAR1 agonist, TAAR1 antag, CHO parental Ca, CHO-K1 Ca PAM, CHRM1 antagonist, CHO-K1 Ca ag, CHO-K1 Ca antag, CHRM1 PAM
CCN(CC)CCOC(=O)c1cccc2c1-c1ccccc1C2O (stereo not given)
    -7, 4, -4, -11, -3, 25, 0.4, 0, -16
C=CCn1c(-c2cccc(OCC)c2)n[nH]c1=S
    -3, -1, 6, 0, -7, -5, 0.0, 5, 1
C=CCNC(=O)/C(=C\c1ccco1)NC(=O)c1ccco1
    -2, 9, -1, -6, -19, -11, 0.1, 8, 10
CC(=O)CCCC(NS(=O)(=O)CCC(Cl)(Cl)Cl)c1ccccc1 (stereo not given)
    -7, 8, 4, -6, 15, 22, 1.0, -16, -15

Following part:
SMILES	CHRM1 agonist	TAAR1 agonist	TAAR1 antag	CHO parental Ca	CHO-K1 Ca PAM	CHRM1 antagonist	CHO-K1 Ca ag	CHO-K1 Ca antag	CHRM1 PAM
COc1ccccc1S(=O)Cc1ccc(C(=O)NCCc2ccc(Cl)cc2)o1 (stereo not given)	-6	x	x	-11	17	-1	4.6	-6	-6
CCc1ccc(S(=O)(=O)Nc2c(C)n(C)n(-c3ccccc3)c2=O)cc1	-6	5	-24	-6	13	-8	0.5	-11	12
COc1ccc(C(=O)NC(=O)COC(=O)c2ccc(C)o2)cc1	-5	1	-1	-7	16	-3	0.6	-14	6
COc1cccc(NC(=O)C(OC(=O)/C=C/c2ccc3c(c2)OCO3)c2ccccc2)c1 (stereo not given)	-2	5	-4	3	-2	2	0.4	13	0
COc1ccccc1N(C)S(=O)(=O)c1ccc(C(=O)OCC(=O)NCC(F)(F)F)cc1	-8	13	2	-18	11	-13	2.3	-7	18
Cc1ccc(N(CC(O)COCc2ccco2)S(=O)(=O)c2ccc(C)cc2)cc1 (stereo not given)	-4	-1	-1	-19	11	-4	-0.2	-1	7
CCCN(C(=O)CSc1n[nH]c(-c2ccc(OC)cc2)n1)c1c(N)n(Cc2ccccc2)c(=O)[nH]c1=O	4	1	-18	-27	-24	-11	-0.2	12	13
Cc1ccnc(SCCn2c(N(C)Cc3ccccc3)nc3c2c(=O)n(C)c(=O)n3C)n1	-8	2	13	-16	2	5	2.1	6	-7
CCOC(=O)C(C)Oc1cccc2c(=O)n(CC(=O)Nc3ccc4c(c3)OCCO4)ccc12 (stereo not given)	-2	1	-2	-11	20	-6	0.6	-2	-1
